# Compound activity: PubChem, National Center for Advancing Translational Sciences (NCATS)
# TRHR ag = TRH receptor (human) agonism; P34981; 0.18% of 360,000 active; activation, % at 2 µM; TRHR cells, calcium flux fluo-8, FDSS agonist mode; AID 493084; in the data active = activation above about 30%; note: 0% is about no effect
#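 TRHR-expressing cells, plated overnight in medium with 10% serum, were loaded with fluo-8 calcium dye at room temperature. After a 10 s baseline, library compound was pin-added and calcium release was recorded kinetically (ex 480/em 530) as agonist response.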
# POLK inh = DNA polymerase kappa (human) inhibition | Q9UBT6 | purified Pol kappa, fluorescent DNA synthesis assay, 10 min | Potency, µM (titrated, usually from 107 µM), inactives show top-dose activity, negative = inhibition, most hits filed as inhibitors | 0.53% of 400,000 active; note: potency is the fitted concentration of half-maximal effect; % is set by controls: 0 for no effect and ±100 for the full control effect
#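 10 nM Pol kappa was preincubated with compounds for 15 min at room temperature. Reaction started with 50 nM (final) substrate. Fluorescence read kinetically at 0 and 10 min.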
# BLM inh = Bloom syndrome helicase (human) inhibition | recombinant BLM DNA unwinding, fluorescence dequenching | Potency, µM (top dose mostly 56.1 µM), for inactives: at the top dose activity change, negative = inhibition, most hits filed as inhibitors | 0.2% of 350,000 active | AID 2528;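 note: potency is the fitted concentration of half-maximal effect; plate controls were vehicle for no effect and no enzyme for full effect; nearly all actives have a fitted effect of over 35% in size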
# Anesthetic bind = candidate novel general anesthetic via apoferritin binding | apoferritin/1-aminoanthracene competitive binding, fluorescence | Potency, µM (top dose mostly 77.5 µM), for the others: at the highest dose activity change, negative = displacement, most hits filed as inhibitors | 0.074% of 350,000 active | P02791 | AID 485281; note: potency is the fitted concentration of half-maximal effect; % is set by controls: 0 for no effect and ±100 for the full control effect; nearly all actives have a fitted effect of over 20% in size
#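 In PBS, apoferritin at 10 uM is loaded with 1-AMA from a 50% saturated solution. After 10 min of compound exposure at ambient temperature, reduced 535 nm fluorescence indicates probe displacement.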
# Pol iota inh = inhibitors of human DNA polymerase iota. 1% of 390,000 active. Q9UNA4. Potency, µM (titrated, usually from 115 µM), for the others: top-dose activity, negative = inhibition, usual class: inhibitors. Pol iota fluorescent replication assay, 10 min; note: potency is the fitted concentration of half-maximal effect
#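 Fluorescent replication assay read twice, at 0 min and 10 min after adding 50 nM (final) substrate. Enzyme (10 nM) and compounds were first incubated 15 min at room temperature; enzyme-free buffer wells were negative controls.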
# Pol beta inh = blocks human DNA polymerase beta activity; Pol beta primer extension/strand displacement, fluorescence kinetic; P06746; 1.3% of 340,000 active; AID 485314; Potency, µM (series often up to 114 µM), for the others: top-dose activity change, negative = inhibition, actives largely listed as inhibitors; note: potency is the fitted concentration of half-maximal effect; % is set by controls: 0 for no effect and ±100 for the full control effect
#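 Curves were derived by four-parameter Hill fits of normalized qHTS data. The kinetic fluorescent primer-extension read was taken at 0 and 10 min after 50 nM substrate, following a 15 min room-temperature preincubation of 10 nM enzyme with compounds.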
# ALOX12 inh = ALOX12 (human) lipoxygenase inhibition | P18054 | purified 12hLO, xylenol orange hydroperoxide absorbance | Potency, µM (titrated, usually from 108 µM), without a hit: at the top dose activity change, negative = inhibition, most hits filed as inhibitors | 1.1% of 580,000 active | AID 1671190; note: potency is the fitted concentration of half-maximal effect; % is set by controls: 0 for no effect and ±100 for the full control effect
# Target sequence (P18054 whole entry, looked up): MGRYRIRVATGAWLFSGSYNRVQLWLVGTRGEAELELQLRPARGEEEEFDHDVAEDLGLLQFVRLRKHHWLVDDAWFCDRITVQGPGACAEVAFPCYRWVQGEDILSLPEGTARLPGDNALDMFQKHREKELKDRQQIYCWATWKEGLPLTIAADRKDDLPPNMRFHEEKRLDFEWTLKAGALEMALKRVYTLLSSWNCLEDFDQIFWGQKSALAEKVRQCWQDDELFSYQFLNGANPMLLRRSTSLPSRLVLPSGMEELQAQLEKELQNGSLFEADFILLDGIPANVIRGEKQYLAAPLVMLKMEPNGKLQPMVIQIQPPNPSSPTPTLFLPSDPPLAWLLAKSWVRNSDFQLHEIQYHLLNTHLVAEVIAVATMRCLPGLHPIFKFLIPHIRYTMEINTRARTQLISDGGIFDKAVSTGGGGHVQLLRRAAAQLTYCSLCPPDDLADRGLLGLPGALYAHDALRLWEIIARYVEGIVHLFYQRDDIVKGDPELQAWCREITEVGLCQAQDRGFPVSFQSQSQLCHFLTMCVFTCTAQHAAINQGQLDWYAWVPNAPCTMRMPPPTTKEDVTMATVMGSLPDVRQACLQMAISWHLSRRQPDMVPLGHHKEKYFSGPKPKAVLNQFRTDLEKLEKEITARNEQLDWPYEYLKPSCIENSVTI
#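 Purified human 12hLO (150 nM final) in 25 mM Hepes, 0.01% Triton X-100, pH 7.0 was preincubated 15 min at room temperature with compound. Then 40 uM arachidonic acid was added, 30 min. Hydroperoxide was read by Fe-XO absorbance ratio 573/405 nm.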
# APE1 inh = APE1 (human) endonuclease inhibition; P27695; recombinant APE1, TAMRA/BHQ-2 abasic DNA cleavage fluorescence; Potency, µM (titrated, usually from 65.8 µM), without a hit: at the top dose activity change, negative = inhibition, hits mostly inhibitors; 0.35% of 350,000 active;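 note: potency is the fitted concentration of half-maximal effect; plate controls were vehicle for no effect and reference inhibitor for full effect; nearly all actives have a fitted effect of over 55% in size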
# Target sequence (P27695 whole entry, looked up): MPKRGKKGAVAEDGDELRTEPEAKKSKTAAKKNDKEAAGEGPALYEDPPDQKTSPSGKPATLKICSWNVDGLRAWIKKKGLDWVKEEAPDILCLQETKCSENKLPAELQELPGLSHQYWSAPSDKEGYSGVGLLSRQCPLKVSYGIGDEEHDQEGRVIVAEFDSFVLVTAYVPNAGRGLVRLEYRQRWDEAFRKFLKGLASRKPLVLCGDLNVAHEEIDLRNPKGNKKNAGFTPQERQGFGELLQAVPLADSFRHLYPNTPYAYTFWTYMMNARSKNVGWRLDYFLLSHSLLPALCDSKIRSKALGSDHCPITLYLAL
#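 Measures dequenching upon AP-site incision of a 5'-TAMRA/3'-BHQ-2 THF-containing duplex, 50 nM; human APE1 0.75 nM after 15 min room-temperature exposure to compound; kinetic three-point read at one-minute spacing.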
# ERG-DNA inh = ERG Ets/DNA interaction inhibition; fluorescence polarization, His-ERG Ets domain / labelled DNA; Potency, µM (top dose mostly 76.9 µM), inactives show at the top dose FP activity, negative = inhibition, hits mostly inhibitors; 0.028% of 370,000 active; active = well fitted inhibition curve with a large enough effect in the polarisation, with a control signal flat; inconclusive = small, poorly fitted or top-dose-only effect, or effect the other way, or a change in a side signal; inactive = no such curve, though single readings can be large or run the other way; the % refers to the polarisation;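 note: polarization taken with two DNA probes labelled with fluorescein and Texas red; potency is the fitted concentration of half-maximal effect; % of control where 0% means no effect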
#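 His-tagged ERG Ets domain (1 uM in the protein solution; 300mM KCl, 50mM Tris-HCl, 1mM EDTA, 1mM DTT, pH 7.5) received compound, then a probe mix of 5 nM fluorescein-DNA and 100nM Texas-615-DNA. Fluorescence polarization was read for both dyes.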
# * hit, by the source's call; ? = inconclusive; . = not tested or not shown; & = joins results of further samples; [ ] = another dose, or the depositor's remark. Unless noted, calls come from the whole dose curve; as a rule, active = well fitted curve in the direction sought with a large enough effect; inconclusive = small, poorly fitted or top-dose-only effect, or another doubt; inactive = no such curve, though single readings can be large; an effect the other way counts as inactive or inconclusive. Only part of the results is shown. The share of hits here may be higher or lower than overall.
SMILES,TRHR ag,POLK inh,BLM inh,Anesthetic bind,Pol iota inh,Pol beta inh,ALOX12 inh,APE1 inh,ERG-DNA inh
CCN(C(=O)c1nn(-c2ccc(OC)cc2)c(=O)c2c1c1ccccc1n2C)c1ccc(OC)cc1,-0.5,1%,-1%,-2%,21%,15%,1%,25%,4%
O=C(O)c1ccc(S(=O)(=O)c2ccc3c(c2)C(=O)N(NC(=O)c2ccc(O)cc2)C3=O)cc1,0.0,-9%,4%,-6%,75%[activator],28µM*,7%,6%,-7%
COc1ccc(Cl)cc1-n1nnc(-c2nc(-c3ccccc3)no2)c1C,0.1,4%,-2%,-7%,10%,3%,3%,.,-1%
CCCCc1ccc(N=N/C(C(=O)Nc2cc(OC)c(NC(C)=O)cc2OC)=C(/C)O)cc1,0.2,7%,-4%,-6%,-18%,9%,5%,-3%,13%
COc1cccc(-n2ccn(CC(=O)NCc3ccc(C)cc3)c(=O)c2=O)c1,0.0,5%,1%,-5%,6%,6%,?,.,4%
O=C(NC1CCCCC1)C(c1ccncc1)N(CC1CCCO1)C(=O)C(F)(F)F (stereo not given),-0.5,1%,-4%,-11%,11%,2%,?,-1%,-5%
CCOC(=O)c1c(C)c(C(=O)Nc2ccccc2)c(C)n1CC,0.3,-9%,-1%,-10%,-9%,3%,2%,-1%,-2%
COc1cc2[nH]c(=O)n(Cc3ccc(C(=O)NC4CCN(Cc5ccccc5)CC4)cc3)c(=O)c2cc1OC,-0.9,6%,0%,-7%,-9%,3%,?,-3%,6%
O=C(CCN1C(=O)c2ccccc2S1(=O)=O)Nc1cc(Cl)ccc1Cl,0.0,1%,.,.,27%,.,-8%,41%,-2%
Cc1cc(C(=O)NNC(=O)c2ccccc2F)c2ccccc2n1,-0.1,-12%,.,.,13%,.,11%,3%,-17%
Cc1ccc(Nc2nc(N)nc(CN3CCN(c4ccccc4)CC3)n2)cc1Cl,-0.8,-5%,-12%,-12%,-10%,0%,-15%,-5%,-5%
COc1ccc(CN=Cc2c(C(F)(F)F)[nH][nH]c2=O)cc1,0.6,0%,-2%,?,-3%,?,13%,-2%,-1%
CN(C)S(=O)(=O)c1cccc(NC(=O)c2cncc(Br)c2)c1,-0.3,-6%,-6%,0%,51%[activator],37%,-19%,17%,.
O=C(/C=C/C(=O)NCc1cccs1)NCc1cccs1,0.0,0%,0%,-3%,43%[activator],32%,0%,2%,-3%
COc1ccc(SCc2cc(=O)c3cc(Cl)ccc3[nH]2)cc1,0.1,5%[60.1 µM],0%,-8%,3%,?,-14%,.,1%
COCCCNC(=O)CN(c1cccc(Cl)c1C)S(C)(=O)=O,0.1,-3%,6%,-1%,-21%,9%,-6%,4%,3%
Cc1ccc2[nH]c(=O)c3cc(C(=O)NCCc4ccc(Cl)cc4)sc3c2c1,2.5,0%,-1%,0%,46%[activator],2%,-10%,.,-11%
Cc1cn(C2CC(OC(=O)C(C)C)C(CO)O2)c(=O)[nH]c1=O (stereo not given),0.1,14%,.,.,17%,.,-1%,36%,-10%
COc1ccc(NC(=O)c2c(-c3ccc(C)cc3)nnc3ccccc23)c(OC)c1,-0.2,2%,-1%,?,6%,-3%,-10%,.,2%
COc1cc(-c2noc(C)c2C#Cc2nccn2C)cc(OC)c1OC,-1.5,-4%&-28%,-7%,-9%,-2%&-9%,62%,-4%,-3%,-4%
C[C@H]1[C@H](C)CC[C@]2(C(=O)O)CC[C@]3(C)C(=CC[C@@H]4[C@@]5(C)CC[C@H](O)C(C)(C)[C@@H]5CC[C@]43C)[C@H]12,-0.1,-12%,2%,-10%,-18%,23%,-10%,1%,-2%
Cc1ccc(SCC(=O)NC(=O)Nc2ccc3c(c2)OCCO3)cc1C,0.9,-11%,-3%,-10%,11%,24%,-29%,-1%,-2%
Cc1ccc(NC(=O)NC(=S)NC(=O)c2ccccc2)cc1,-1.4,4%,-4%,-8%,10%,1%,-7%,-7%,-1%
N#CC1(NC(=O)Cn2cc(C(F)(F)F)ccc2=O)CCCC1,0.8,-18%,.,.,7%,.,0%,4%,-16%
CCOC(=O)Cn1c(=NC(=O)c2ccc([N+](=O)[O-])s2)sc2ccccc21,2.7,2%,-6%,-10%,3%,18%,-13%,4%,4%

# Additional entries follow:
SMILES,TRHR ag,POLK inh,BLM inh,Anesthetic bind,Pol iota inh,Pol beta inh,ALOX12 inh,APE1 inh,ERG-DNA inh
O=C(C1CC(=O)N(c2ccccc2)C1)N1CCN(c2ccccc2F)CC1 (stereo not given),-0.5,-8%,1%,-9%,19%,2%,.,5%,0%
N#C/C(=C/C1=C(N2CCOCC2)C(=C/c2ccccc2)/CC1)C(=O)Nc1ccccc1F,.,-11%,.,.,?,.,-7%,.,52%[activator]
O=C(CSc1n[nH]c(-c2ccccn2)n1)Nc1ccc(F)cc1,0.1,-8%,0%,3%,24%,3%,0%,-8%,-1%
Cc1ccc2nc(NCC(=O)O)nc(-c3ccccc3)c2c1,0.5,-13%,-2%,158%[activator],1%,-1%,5%&0%,13%,-2%
CCn1c(SCC(=O)c2ccccc2)nnc1-c1cnccn1,0.2,-7%,-1%,6%,17%,-12%,0%,-1%,-6%
Cc1nnc(NC(=O)CN2C(=O)c3ccccc3S2(=O)=O)s1,0.6,-6%,-1%,0%,14%,15%,?,-1%,-6%
CC(C)(CCO)Nc1ncnc2onc(-c3ccc(F)cc3)c12,-1.1,-5%,-1%,-4%,-3%,-3%,0%,6%,5%
NS(=O)(=O)c1ccc(NC(=O)CSc2nc(Nc3ccccc3)nc(N3CCOCC3)n2)cc1,0.4,-2%,-3%,-12%,7%,-1%,4%,-8%,4%
O=C(c1cc(COc2ccc(F)cc2F)on1)N1CC[C@@H]2CCCC[C@H]2C1,-0.2,-9%,-17%,?,24%,-1%,0%,25%,-7%
Cc1c(CCOC(=O)C23CC4CC(CC(C4)C2)C3)sc[n+]1Cc1ccccc1,1.7,0%,-12%,7%,189%[activator],1%,-12%,-1%,-8%
COC(C[C@H](O)C[C@@H](O)[C@@H](C)OCc1ccccc1)OC,-0.1,7%,0%,-9%,-3%,19%,7%,?,-8%
Cc1ccccc1CS(=O)(=O)CC(O)CN1CCCC1=O (stereo not given),0.0,-2%,-7%,3%,16%,10%,3%,-11%,3%
COc1ccc(OC)c(CNC(=O)Cc2ccc(NC(=O)N3CCSc4ncccc43)cc2)c1,0.4,-3%,-1%,-14%,-10%,10%,-21%,.,2%
COc1cc(Cl)c(C)cc1NC(=O)CSc1ccc(NC(C)=O)cc1,-0.3,-4%,-2%,6%,-3%,26%,2%,-1%,-12%
COc1ccc(CNC(=O)C2CCCN2CCc2ccccc2)cc1OC (stereo not given),0.2,-2%,-2%,-10%,68%[activator],36%,0%,-3%,-2%
COc1ccc(/C(C#N)=C/c2ccccn2)cc1,-1.2,-14%,2%,-14%,-21%,10%,-56%,7%,-1%
CCn1c(=O)c(=O)[nH]c2cc(C(=O)Nc3ccc(S(=O)(=O)N4CCCC4)cc3)ccc21,-0.6,-7%,-1%,?,16%,22%,-20%,-2%,4%
c1cncc(C2Nc3ccccc3-c3nc4ccccc4n32)c1 (stereo not given),-0.8,-14%,2%,38%[activator],12%,0%,10%,-1%,-8%
CCCC(=O)Nc1nc2c(ncn2[C@@H]2O[C@H]3COP(=O)(O)O[C@@H]3[C@@H]2OC(=O)CCC)c(=O)[nH]1,.,5%[60.1 µM],3%,12%&2%,.,.,8%,9%&-5%,.
COC(=O)[C@@H]1C[C@H]1[C@@H](NS(=O)(=O)c1ccccc1)c1ccccc1,-0.3,-4%,-2%&4%,1%&-5%,24%,-15%,2%,?,-6%
O=C(Nc1nnc(SCc2ccc(F)cc2)s1)C1=COCCO1,1.1,-13%,.,.,38%[activator],.,2%,5%,-4%
CCOC(=O)c1cc(-c2ccc(C)cc2)n(CC(=O)NCc2ccco2)c1C,0.5,-6%,-3%,1%,-3%,-2%,19%,3%,-10%
COc1ccc(NC(=O)Cn2c(SCc3c(F)cccc3Cl)nc3ccncc32)cc1OC,-0.5,-7%,-2%,-11%,-10%,21%,-15%,.,7%
COc1cccc(-c2cc(C(=O)N3CCN(S(=O)(=O)c4ccccc4)CC3)[nH]n2)c1,-0.1,0%,0%,-4%,9%,5%,-15%,9%,-4%
COc1ccc(C(=O)NN=C2CCCC2)cc1,0.0,-5%,0%,-1%,-30%,-9%,-1%,9%,-2%
COc1ccccc1OCCNC(=O)c1c(-c2ccccc2Cl)noc1C,-0.3,1%,-4%,-12%,35%[activator],-13%,-26%,10%,5%
Cc1cn(C2CC3OCC(NC(=O)C(Cc4ccccc4)NC(=O)OC(C)(C)C)C3O2)c(=O)[nH]c1=O (stereo not given),.,14%,-1%,-3%,31%[activator],.,.,2%,.
Cc1noc(C)c1COc1ccc(C(=O)O)cc1,0.2,-7%,-6%,-3%,23%,-1%,0%,5%,6%
COc1ccc(CCNC(=O)c2cc(-c3ccco3)nc3ccccc23)cc1,.,79µM*,.,.,22µM*,.,?,.,-8%
COc1cccc(-c2cc(C(=O)Nc3c(C)nn(Cc4ccccc4)c3C)no2)c1,-1.0,-10%,-6%,-4%,?,-12%,7%,-4%,-1%

# Entries of single compounds, looked up by structure. Screens in order: TRHR ag, POLK inh, BLM inh, Anesthetic bind, Pol iota inh, Pol beta inh, ALOX12 inh, APE1 inh, ERG-DNA inh
# Results for CC(C)(CCO)Nc1ncnc2onc(-c3ccc(F)cc3)c12 → -1.1, -5%, -1%, -4%, -3%, -3%, 0%, 6%, 5%
# Results for NS(=O)(=O)c1ccc(NC(=O)CSc2nc(Nc3ccccc3)nc(N3CCOCC3)n2)cc1 → 0.4, -2%, -3%, -12%, 7%, -1%, 4%, -8%, 4%
# Results for Cc1noc(C)c1COc1ccc(C(=O)O)cc1 → 0.2, -7%, -6%, -3%, 23%, -1%, 0%, 5%, 6%
